Screening results (PubChem)
HTRA1 inhibitor – inhibitors of human serine peptidase HTRA1; Q92743; AID 504803; recombinant HTRA1, FP-rhodamine activity-based probe, fluorescence polarization; inhibition, % at 5.96 µM; 0.5% of 340,000 active; in the data active = inhibition above about 36%;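 note: 0% = enzyme with DMSO and 100% = wells lacking enzyme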
Target sequence (Q92743 whole entry, looked up): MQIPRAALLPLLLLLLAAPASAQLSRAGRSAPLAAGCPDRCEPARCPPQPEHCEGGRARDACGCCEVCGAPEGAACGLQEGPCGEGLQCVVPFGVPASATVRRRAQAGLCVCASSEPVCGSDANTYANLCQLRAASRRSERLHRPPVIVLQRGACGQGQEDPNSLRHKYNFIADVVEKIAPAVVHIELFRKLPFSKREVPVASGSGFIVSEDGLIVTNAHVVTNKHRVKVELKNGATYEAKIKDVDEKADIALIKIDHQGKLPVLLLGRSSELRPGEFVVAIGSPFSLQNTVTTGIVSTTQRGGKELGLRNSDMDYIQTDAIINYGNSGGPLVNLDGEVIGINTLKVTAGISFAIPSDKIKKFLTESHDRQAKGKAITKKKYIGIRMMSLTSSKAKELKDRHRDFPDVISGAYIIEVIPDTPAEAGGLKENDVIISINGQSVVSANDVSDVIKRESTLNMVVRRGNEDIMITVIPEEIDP
PRMT1 inh – PRMT1 (human) inhibition, primary screen. inhibition, % at 2.79 µM. Q99873. 1.3% of 370,000 active. AID 652257. recombinant PRMT1, activity-based probe fluorescence polarization;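 active = inhibition above about 21% made by adding two undisclosed values, limit read from the data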
Target sequence (Q99873 whole entry, looked up): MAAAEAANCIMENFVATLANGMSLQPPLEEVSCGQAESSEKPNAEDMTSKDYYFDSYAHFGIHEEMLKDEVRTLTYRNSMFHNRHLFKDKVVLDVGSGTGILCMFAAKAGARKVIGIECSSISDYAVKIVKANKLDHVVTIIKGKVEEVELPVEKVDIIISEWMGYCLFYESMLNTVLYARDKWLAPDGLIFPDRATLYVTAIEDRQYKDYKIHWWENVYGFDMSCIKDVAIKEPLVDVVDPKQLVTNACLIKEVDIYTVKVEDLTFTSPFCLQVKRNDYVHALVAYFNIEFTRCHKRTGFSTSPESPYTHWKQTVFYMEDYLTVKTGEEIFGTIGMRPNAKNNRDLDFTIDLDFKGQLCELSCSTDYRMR
SIAE primary – blocks human sialic acid acetylesterase; SIAE FP-Rh probe binding, fluorescence polarization; inhibition, % at 9.66 µM; 0.69% of 370,000 active; AID 1053197;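 active = inhibition above a cutoff: mean of compounds within the control limits plus 3 SD of those, cut at about 17% in these data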;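 note: 0% = plate median of compound wells and 100% = probe without SIAE protein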
ABHD4 inh – inhibits mouse alpha/beta hydrolase domain 4; 0.54% of 370,000 active; Q8VD66; purified mABHD4, FP-Rh probe fluorescence polarization; AID 720543; inhibition, % at 8.92 µM;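 active = inhibition exceeding the mean over every tested compound plus 3 SD, cut at about 30% in these data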;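 note: 0% = plate median of compound wells and 100% = S159A mutant with DMSO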
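Assay system: Wild-type mouse ABHD4 protein | Medium: HEPES pH 7.0 buffer, 150 mM NaCl, 0.01% Pluronic F-127 | Incubation: Enzyme–compound pre-incubation 45 min, then probe 60 min, both 25 °C | Technique: Fluorescence polarization with parallel and perpendicular emission, 525/598 nm | Evaluation: % inhibition of FP-Rh probe binding versus controls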
MBD2 DNA inh – inhibitors of human MBD2 binding to methylated oligonucleotide. inhibition, % at 4.4 µM. Q9UBB5. 0.31% of 370,000 active. TR-FRET; in the data active = inhibition above about 13%
TDP2 inh – TDP2 (human) inhibition, absorbance primary screen; recombinant TDP2, T5PNP hydrolysis, p-nitrophenol absorbance 415 nm; inhibition, % at 12.8 µM; 0.34% of 370,000 active; O95551;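 active = inhibition above the mean of all tested compounds plus 3 SD, set per campaign, cut at about 25% in these data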;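 note: 0% = DMSO with enzyme and 100% = buffer with substrate but no TDP2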
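Material: recombinant human TDP2; quantity: TDP2 enzyme at 120 nM final; medium: Tris-HCl pH 7.5 with MgCl2; compound: single concentration, 12.8 µM nominal, with 1% DMSO; incubation: 2 h enzyme incubation at 37 °C; signal: epi absorbance; measure: percent inhibition; benchmarks: high control without enzyme, low control DMSO plus TDP2; repeats: singlicate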
rCAG RNA binder – r(CAG) repeat RNA binding | TO-PRO-1 dye displacement fluorescence | 1.3% of 370,000 active | inhibition, % at 3 µM;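 active = inhibition above the plate cutoff, the mean of all test compounds on that plate plus 3 SD, cut at about 35% in these data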;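 note: 0% = DMSO alone and 100% = 100 µM mitoxantrone as full dye displacement; higher means more dye released from RNA so lower well fluorescence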
TCR-CD3 inh – human TCR-CD3 binding inhibition | inhibition, % at 9.4 µM | AID 651800 | TAMRA-labeled TCR probe fluorescence, biochemical | 0.37% of 360,000 active; in the data active = inhibition above about 19%;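 note: recombinant mutant TCR 2C K166C tagged with TAMRA read by polarization; 0% = receptor in buffer alone and 100% = receptor with positive control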
LEDGF integ inh – blocks HIV-1 LEDGF/p75-dependent DNA integration. TR-FRET IN-LEDGF/p75 DNA integration, Eu/Cy5. inhibition, % at 3.7 µM. 0.64% of 370,000 active. AID 743269;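 active = inhibition above the screen-wide mean plus 3 SD, cut at about 13% in these data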;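 note: signal is the Cy5 over europium emission ratio at 671 and 618 nm; 0% = plate median of compound wells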
NPR2 activator – GC-B (human) receptor activation. P20594. activation, % at 10 µM. HEK293-GC-B cells, CNP EC30, cGMP TR-FRET; 0% at EC30 CNP, 100% saturating CNP. 0.11% of 370,000 active;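 active = activation at 10 µM reaching about 35% in either raw or pattern-adjusted values, limit read from the data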
Numbers without * were called inactive; · = not tested or not shown. These rows are one share of the data; rates above refer to the full screens.

Each structure is followed by: HTRA1 inhibitor, PRMT1 inh, SIAE primary, ABHD4 inh, MBD2 DNA inh, TDP2 inh, rCAG RNA binder, TCR-CD3 inh, LEDGF integ inh, NPR2 activator
1	COC(=O)C(=CC(=CN(C)C)C=C(C(=O)OC)C(=O)OC)C(=O)OC
    -1, 13, 6, -3, 3, -8, -2, 2, 0, -5
2	Cc1cccc(NC(=O)C2CCN(S(=O)(=O)c3ccc4c(c3)OCCCO4)CC2)n1
    -3, 1, 1, 4, 1, 7, -3, 2, -1, -3
3	COc1ccc(NC(=O)C2CCCN(S(=O)(=O)c3cccc4nonc34)C2)c(OC)c1 (centres undefined)
    4, 1, 0, 1, 6, -7, -1, -1, -10, 0
4	Cn1ncc(N)c1C(=O)Nc1cccc(C(F)(F)F)c1
    2, -3, 0, 5, 1, -1, 2, 0, -1, 5
5	N#CC1=C(N)N2C(=C(C#N)C1c1ccc(Br)cc1)Nc1ccccc12 (centres undefined)
    ·, -2, -11, 7, -2, -4, 11, 6, -2, 15
6	COc1ccc(CC(=O)Nc2ccc(F)c(Cl)c2)cc1S(=O)(=O)N1CCOCC1
    -1, 2, -6, -4, -2, -5, 2, -1, -5, -3
7	CCN(C(=O)[C@@H](C1CC1)[C@@H](O)c1ccc(Cl)cc1)c1ccccc1
    ·, 1, 3, 6, -3, 2, -3, ·, 3, -7
8	CC1CCN(S(=O)(=O)c2cccc(C(=O)NC3CCCC3)c2)CC1
    5, 2, 2, 2, -1, -7, -7, -8, -4, 1
9	CCCCN(C=O)c1c(CC)nc2c(OCc3ccc(C(F)(F)F)cc3)cccn12
    ·, 0, 1, 1, -2, -1, -1, 6, 5, 6
10	COc1ccc(C(=O)OC2CCN(C)CC2)cc1
    -2, 1, 1, 7, 1, -10, 2, 1, 4, 4
11	O=C(Nc1ccc2c(c1)OCO2)OC1CCC12CCCCC2 (centres undefined)
    ·, -1, 3, -3, 3, 8, 4, ·, -4, -2
12	CC1CCCN(C(=O)CSc2nc3ccccc3o2)C1 (centres undefined)
    -4, 1, 2, -1, -6, 3, -3, 8, -2, -6
13	C/C(=N/NS(=O)(=O)c1ccc(C(C)C)cc1)c1ccncc1
    -6, 8, 4, -5, 2, 5, -4, -5, 1, 5
14	CC1=CC(C)(C)n2c(O)c(C3=NC(=S)NC3=O)c3cc(OC(=O)c4cccc5ccccc45)cc1c32
    2, 0, 15, -2, 2, 5, 5, -4, 2, -3
15	CCN(CCn1cccn1)C(=O)c1cc(COc2c(F)cccc2F)on1
    2, -2, 46*, 3, 0, 0, -2, -5, -3, -3
16	Nc1ccc(S(=O)(=O)c2ccc(N)c(N)c2)cc1
    0, 2, 11, 1, -5, -12, 5, -7, -1, 1
17	CC(C)CN1C(=O)C(=O)N(CC(=O)N(C)CC(=O)Nc2ccc(Cl)c(C(F)(F)F)c2)C1=O
    -9, 1, -2, 1, -1, -7, 8, 5, 0, -10
18	C=CCN1C(=O)N/C(=C/c2ccc(C)o2)C1=O
    6, 63*, -3, 3, 2, 0, -3, -3, 1, 11
19	Cc1nc(SCc2cccc(F)c2)[nH]c(=O)c1C#N
    -4, -3, 0, -3, -3, 2, 3, 0, -1, -3
20	Cc1cc(NCCCCO)n2c(nc3ccccc32)c1C#N
    4, -3, 3, 0, 0, 9, -2, 6, 0, 11
21	O=C(CN1CCN(S(=O)(=O)c2ccc3ccccc3c2)CC1)NC(=O)NC1CCCCC1
    -28, -1, 0, -2, 2, -6, -1, 5, 3, -1
22	COc1cccc(/C=N/Nc2cc(Cl)nc(C)n2)c1O
    19, 0, 9, 2, -6, 10, -1, -8, 2, 1
23	COc1ccc(NC2C=CS(=O)(=O)C2)c(OC)c1 (centres undefined)
    5, 0, 6, 4, -8, 5, -1, 2, 0, -11
24	C/C(=N\NC(=O)c1ccc(Cl)c(Cl)c1)c1ccccn1
    6, -1, -12, 5, 0, 4, 1, 0, -1, -2
25	COC(=O)[C@]12C[C@H](CC(=O)NCC34CC5CC(CC(C5)C3)C4)C(=O)N(Cc3ccco3)C1=C[C@H](C(C)C)O[C@@H]2C1CC1
    ·, 4, 2, -1, 0, -7, 8, ·, -6, -8
26	COc1ccc(S(=O)(=O)N2CCCCCC2)cc1C(=O)N(C)Cc1ccc(F)cc1
    -1, -2, 4, 2, 1, 4, -11, -3, -2, 4
27	Cc1ccc(NC(=O)COC(=O)CN2C(=O)NC3(CCCC3)C2=O)cc1S(=O)(=O)N(C)C
    -4, 0, -3, -5, -1, -7, 0, 5, 2, 7
28	Nc1c(N(Cc2ccco2)C(=O)c2cccc(Cl)c2)c(=O)[nH]c(=O)n1Cc1ccccc1
    -1, 0, -6, 2, -2, 2, 8, -2, 1, 9
29	C=CCOc1ccc(C(=O)Nc2ncn[nH]2)cc1
    5, 6, 2, 2, 4, 7, -1, -14, -3, 2
30	CCCc1cc(=O)[nH]c(SCC(=O)CSc2nc(CCC)cc(=O)[nH]2)n1
    3, 21, 9, 15, 2, 4, 5, 9, 0, 2

Part of the list above, field by field:
20. Cc1cc(NCCCCO)n2c(nc3ccccc32)c1C#N
  HTRA1 inhibitor = 4
  PRMT1 inh = -3
  SIAE primary = 3
  ABHD4 inh = 0
  MBD2 DNA inh = 0
  TDP2 inh = 9
  rCAG RNA binder = -2
  TCR-CD3 inh = 6
  LEDGF integ inh = 0
  NPR2 activator = 11

21. O=C(CN1CCN(S(=O)(=O)c2ccc3ccccc3c2)CC1)NC(=O)NC1CCCCC1
  HTRA1 inhibitor = -28
  PRMT1 inh = -1
  SIAE primary = 0
  ABHD4 inh = -2
  MBD2 DNA inh = 2
  TDP2 inh = -6
  rCAG RNA binder = -1
  TCR-CD3 inh = 5
  LEDGF integ inh = 3
  NPR2 activator = -1

Additional entries
Each structure is followed by: HTRA1 inhibitor, PRMT1 inh, SIAE primary, ABHD4 inh, MBD2 DNA inh, TDP2 inh, rCAG RNA binder, TCR-CD3 inh, LEDGF integ inh, NPR2 activator
31	Cc1ccc(-c2cc(NC(=O)c3ccccc3[N+](=O)[O-])n[nH]2)cc1
    -9, -3, -1, -3, 4, 9, 10, 4, 0, 0
32	C=CS(=O)(=O)N(C(=C)C(=O)OC)S(C)(=O)=O
    ·, 19, 7, 3, -5, -6, 5, -2, -1, 5
33	CC(C)CNC(=O)C1(C)CCCN1C(=O)c1c(Cl)cccc1Cl (centres undefined)
    ·, 4, 4, 4, 3, -6, -1, -5, -3, 4
34	CSC(=NC#N)N1CCN(c2ccc([N+](=O)[O-])cc2)CC1
    -2, -2, 0, 8, -2, -9, -4, 3, -1, -19
35	COc1ccc(Cl)cc1C(=O)CSc1nc(N)cc(N)n1
    -7, 12, -14, -6, 3, -14, 3, 0, 0, 2
36	CC(C)C(OC(=O)CN1C(=O)c2ccccc2C1=O)C(=O)NC1CCCC1 (centres undefined)
    3, 8, 4, -11, 2, -8, -2, -7, -4, 3
37	COCCNC(=O)CN(C(=O)Cn1nnc2ccccc21)c1ccc(C)c(F)c1
    -5, 0, 5, 4, 2, 4, -7, 4, 2, 1
38	COc1cccc(NC(=O)CN(C)C(=O)CCCc2nc3ccccc3s2)c1
    -8, 1, -9, -1, 2, 0, -4, -3, 0, 2
39	COC(=O)C(NNc1ccc(F)cc1)(NC(=O)c1ccccc1)C(F)(F)F (centres undefined)
    -4, 1, -1, 4, -1, -7, -5, 2, -3, 4
40	CCOc1c(Cl)cc(Cl)cc1CNCCNCCO
    -4, 5, -8, -9, 8, -2, -2, -7, 1, -1
41	Cc1ccccc1NC(=S)N(CCN1CCOCC1)Cc1ccccc1F
    -4, -3, 5, 2, 3, 3, 0, 8, 1, 5
42	CCOC(=O)C1(Cc2cccc(Cl)c2)CCCN(C(=O)c2ccc(COC)s2)C1 (centres undefined)
    -4, 3, -3, 6, -1, -12, -7, 2, -8, 3
43	COc1cccc(CSc2nnc(-c3cccnc3)n2Cc2ccccc2)c1
    ·, 5, 2, 1, 3, 2, 3, ·, -2, -20
44	COc1cc(NC(=O)Cc2c(C(=O)O)n(C)c3ccccc23)cc(OC)c1OC
    6, -2, 1, -3, -3, 3, 19, 5, 2, 0
45	Cc1cc(NC(=O)c2nn3cccnc3c2Cl)no1
    -1, -2, -9, 12, -2, -3, 0, -3, -5, 2
46	COc1ccc(C(=O)N2C(=S)NC(=O)/C2=C\c2ccc(C)cc2)cc1
    -68, -4, -65, -27, 2, -9, 64*, -1, 3, -6
47	Cc1[nH]nc(SCC(=O)NC(C)c2ccccc2)c1[N+](=O)[O-] (centres undefined)
    -6, -2, 3, 4, -3, 1, 4, 1, -2, 2
48	COc1cccc(/C(O)=C2/C(=O)C(=O)N(CCCN3CCOCC3)C2c2ccncc2)c1 (centres undefined)
    6, -5, 6, 8, -4, 1, 0, 0, 4, 5
49	CC(C)(C)c1ccc(OCC(=O)Nc2ccncc2)cc1
    -6, -4, 3, -8, -4, -10, -5, -3, 2, 0
50	COC(=O)c1ccc(N2CCN(S(=O)(=O)c3ccc(C)cc3)CC2)c([N+](=O)[O-])c1
    -2, -3, -1, -15, -2, -14, 4, -7, -2, -4
51	CC(=O)c1ccc(OC(=O)CCc2nc3ccccc3s2)cc1
    ·, 75*, 7, 2, -3, 11, 3, -1, 1, -3
52	O=C(O)c1cccc(N2C(=O)C=CC2=O)c1
    -3, 59*, 10, 3, 1, -7, 4, 3, -1, -2
53	Cc1ccc(NC(=O)CSc2nnnn2C2CC2)cc1S(=O)(=O)N1CCOCC1
    -7, -1, 4, -2, 1, 8, 3, 1, 5, 2
54	CC(C)N(CCCNC(=O)Cn1ncc2c([nH]c3ccccc32)c1=O)Cc1ccccc1
    -4, -3, -10, -9, -6, -18, 2, -8, 1, 0
55	OCC1(Cc2ccccc2)CCN(Cc2cnc(-c3cccc4ccccc34)nc2)CC1
    -19, 4, -6, 4, 3, 3, -1, -6, -6, -1
56	COC(=O)c1cc(S(=O)(=O)N2c3ccccc3CC2C)cn1C (centres undefined)
    -2, 0, -2, -19, 4, -9, 2, -1, 2, -6
57	O=C(CCSCc1ccccc1Cl)N1CCN(c2cccc(Cl)c2)CC1
    -30, 2, -5, -12, -5, 11, 0, 6, -1, -6
58	O=C(NNC(=S)NC1CC2C=CC1C2)c1ccncc1 (centres undefined)
    -2, -2, 1, 5, -8, 9, 2, 4, 5, 4
